Bioassay records deposited in PubChem by National Center for Advancing Translational Sciences (NCATS).
WRN helicase inh: qHTS for Inhibitors of WRN Helicase. WRN helicase unwinding, fluorescent forked duplex, kinetic. Potency, µM (series often up to 114 µM), for inactives: at the highest dose activity change, negative = inhibition, usual class: inhibitors. 360,000 compounds, 0.46% hits; also: potency is read from the fitted curve at half-maximal effect; % is scaled to controls: 0 for no effect and ±100 for the full control effect; nearly all actives have a fitted effect of over 55% in size
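Kinetic red-fluorescence monitoring (525/598 nm) tracks WRN helicase activity after 100 nM fluorophore-quencher forked duplex and 2 mM ATP are added to 20 nM enzyme pretreated 15 min at room temperature with compound.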
EPAC1 antag: qHTS for Antagonist of cAMP-regulated guanine nucleotide exchange factor 3 (EPAC1): primary screen; Rap guanine nucleotide exchange factor 3 (Homo sapiens), O95398; EPAC1 GEF assay, Rap1b-BODIPY-GDP exchange fluorescence; Potency, µM (doses to about 115 µM), inactives show top-dose activity change, negative = inhibition, hits mostly inhibitors; 360,000 compounds, 0.14% hits; AID 720709, 2013;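 also: potency is read from the fitted curve at half-maximal effect; plate controls were vehicle for no effect and positive control for full effect; nearly all actives have a fitted effect of over 50% in size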
CCT modulator: High-Throughput Screening for Modulators of Cytosolic Chaperonin Activity. purified chaperonin ATPase assay, HTRF ADP detection, 30 min. activity change, % (no concentration beside the values), hits read low. 360,000 compounds, 0.3% hits. AID 651819, 2012; in the data active = activity change below about -30%; also: % is scaled to controls: 0 for no effect and ±100 for the full control effect
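We incubate TRiC, 40 or 20 nM final, with library compounds at 76 uM and 10 uM ATP for 30 min at 37 °C. ADP formed is detected with Transcreener HTRF reagents after 30 min at room temperature.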
PI5P4Ka inh: qHTS for Inhibitors of phosphatidylinositol 5-phosphate 4-kinase (PI5P4K) | Phosphatidylinositol 5-phosphate 4-kinase type-2 alpha (Homo sapiens), P48426 | PI5P4Kalpha enzyme, ADP-Glo luminescence, 60 min; hits give low values | max response, % | 330,000 compounds, 1.2% hits | AID 652105, 2013; active = max response of -50% or lower; inconclusive = between -30% and -50%; inactive = -30% or higher; also: value at the top dose of about 77 µM; % is scaled to controls: 0 for no effect and ±100 for the full control effect
Target sequence (P48426 whole entry, looked up): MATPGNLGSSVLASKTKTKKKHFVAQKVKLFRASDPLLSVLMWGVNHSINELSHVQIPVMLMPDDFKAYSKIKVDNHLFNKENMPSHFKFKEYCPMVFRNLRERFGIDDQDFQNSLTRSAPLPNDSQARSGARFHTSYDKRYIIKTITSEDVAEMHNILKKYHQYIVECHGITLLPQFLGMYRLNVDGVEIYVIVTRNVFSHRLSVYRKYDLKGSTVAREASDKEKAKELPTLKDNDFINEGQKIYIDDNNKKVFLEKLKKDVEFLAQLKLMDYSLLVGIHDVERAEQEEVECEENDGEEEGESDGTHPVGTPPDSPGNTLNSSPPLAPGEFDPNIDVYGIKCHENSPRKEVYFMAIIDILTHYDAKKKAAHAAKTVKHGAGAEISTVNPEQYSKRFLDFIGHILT
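Reactions run in 0.038 M HEPES pH 7.4, 0.28 mM EGTA, 0.1% CHAPS and 5% DMSO, with PI5P4Kalpha, substrate, compound and 5 microM ATP final, one hour at room temperature. Readout is ADP-Glo luminescence.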
EPAC1 agonist: qHTS for Agonist of cAMP-regulated guanine nucleotide exchange factor 3 (EPAC1): primary screen; Potency, µM (series often up to 154 µM), inactives show at the top dose activation, most hits filed as activators; 360,000 compounds, 0.073% hits; EPAC1 agonist qHTS, biochemical assay; response scale: 100% = response to 6.5 mM cAMP; AID 720707, 2013; Rap guanine nucleotide exchange factor 3 (Homo sapiens), O95398; also: potency is read from the fitted curve at half-maximal effect; nearly all actives have a fitted effect of over 60% in size
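Nucleotide exchange assay: 100 nM EPAC1 with 250 nM Rap1B loaded with BODIPY-GDP and 50 uM GDP, room temperature. Fluorescence (480/540 nm) read every 5 min for 30 min; signal change normalized to 6.5 mM cAMP as full agonist.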
EPAC2 agonist: qHTS for Agonist of cAMP-regulated guanine nucleotide exchange factor 4 (EPAC2): primary screen; Rap guanine nucleotide exchange factor 4 (Homo sapiens), Q8WZA2; EPAC2 activation, biochemical qHTS; response scale: 100% = 6.5 mM cAMP response; 360,000 compounds, 0.079% hits; Potency, µM (series often up to 154 µM), for inactives: top-dose activation, actives largely listed as activators; AID 720711, 2013; also: potency is read from the fitted curve at half-maximal effect; nearly all actives have a fitted effect of over 50% in size
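Setup: EPAC2 100 nM, labeled Rap1B complex 250 nM, free GDP 50 uM. Compound titrations pinned in, brief spin, 5 min room temperature incubation. Kinetic fluorescence read over 30 min, normalized to 6.5 mM cAMP.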
PLK1 PBD inh: qHTS for Inhibitors of PLK1-PDB (polo-like kinase 1 - polo-box domain): Primary Screen | Plk1 PBD binding of FITC phosphopeptide, fluorescence polarization | 360,000 compounds, 2.8% hits | Potency, µM, for inactives: max response, negative = inhibition, usual class: inhibitors; also: potency is read from the fitted curve at half-maximal effect; series mostly up to about 57 µM; % is scaled to controls: 0 for no effect and ±100 for the full control effect; nearly all actives have a fitted effect of over 65% in size
Target sequence (P53350 whole entry, looked up, the tested form may be a part): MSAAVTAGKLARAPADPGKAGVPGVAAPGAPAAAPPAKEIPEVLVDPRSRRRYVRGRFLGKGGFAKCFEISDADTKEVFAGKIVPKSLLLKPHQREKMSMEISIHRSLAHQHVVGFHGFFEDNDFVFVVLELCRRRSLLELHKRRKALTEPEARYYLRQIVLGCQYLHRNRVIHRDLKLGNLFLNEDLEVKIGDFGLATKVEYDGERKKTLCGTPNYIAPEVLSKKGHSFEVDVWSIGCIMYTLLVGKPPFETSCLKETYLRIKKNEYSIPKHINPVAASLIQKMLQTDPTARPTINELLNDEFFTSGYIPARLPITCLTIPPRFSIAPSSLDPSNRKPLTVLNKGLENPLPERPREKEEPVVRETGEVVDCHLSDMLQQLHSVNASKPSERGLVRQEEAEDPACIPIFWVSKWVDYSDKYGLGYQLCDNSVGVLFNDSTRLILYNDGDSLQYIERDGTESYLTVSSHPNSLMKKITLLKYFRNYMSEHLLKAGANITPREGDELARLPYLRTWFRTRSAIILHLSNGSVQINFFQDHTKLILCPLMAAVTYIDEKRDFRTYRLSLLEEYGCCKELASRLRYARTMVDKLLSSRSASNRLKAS
IL-2 act: qHTS of IL-2 Activators. AID 652025, 2013. activation, % (series mostly up to about 46 µM). 360,000 compounds, 0.065% hits. IL-2 activation reporter assay, cell-based qHTS; stimulated with anti-CD3/CD4/CD28 beads; in transgenic mouse T cells; in the data active = activation above about 50%; inconclusive = mostly about 30% to 49%; also: 0% is about no effect
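Readout: EGFP and DsRed signals by fluorescent plate cytometry. Unstimulated transgenic mouse T cells received compound 60 min before antibody-bead stimulation, then incubated 18 h at 37 degrees C.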
Active calls of the source: *; ? = inconclusive; / = no result given; & = joins results of further samples; [ ] = dose if it differs, or a comment. Unless noted, calls follow the shape of the dose curve; as a rule, active = well fitted curve in the direction sought with a large enough effect; inconclusive = small, poorly fitted or top-dose-only effect, or another doubt; inactive = no such curve, though single readings can be large; an effect the other way counts as inactive or inconclusive.

SMILES	WRN helicase inh	EPAC1 antag	CCT modulator	PI5P4Ka inh	EPAC1 agonist	EPAC2 agonist	PLK1 PBD inh	IL-2 act
CCOc1ccccc1NC(=O)CCNC(=O)c1ccc(Cl)cc1	1%	-2%	-0.6	-3	-4%	-2%	-4%	0.2
CCCCCCn1c(SCC(=O)c2ccccc2)nc2c1c(=O)[nH]c(=O)n2C	-2%	0%	-2.3	-3	2%	2%	-19%	-1.3
Cc1ccc(C(c2sc3nc(C)nn3c2O)N2CCN(C(=O)c3ccco3)CC2)cc1 (configuration not stated)	-17%	20%	1.9	/	4%	6%	-8%	3.2
Oc1cc(-c2ccncc2)cc2cccnc12	/	2%	/	/	0%	6%	/	-2.8
COc1cccc(-c2nc(-c3ccc(C(=O)O)cc3)no2)c1	/	40%[activator]	/	/	-14%	4%	/	-0.3
CCc1cc2ccc(C)cc2nc1SCC(=O)Nc1cc(OC)c(OC)cc1C(=O)O	-11%	?	-0.8	0	-4%	9%	?	-0.9
COCCN1C(=O)N(C)[C@@H](c2ccccc2)C(C(C)=O)=C1C	-1%	-11%	-1.2	3	-16%	6%	-6%	0.2
CC(=O)Nc1ccc(NC(=O)c2cc([N+](=O)[O-])cc([N+](=O)[O-])c2)cc1	2%	-20%	-4.3	-5	7%	6%	-6%	-2.3
Cc1nn(-c2ccccc2)c(Cl)c1/C=C1/C(=N)N2N=C(C(C)C)SC2=NC1=O	-11%	-11%	3.0	2	-1%	7%	?	-1.5
CN1CCc2c(sc(/N=C/c3cc(Cl)ccc3O)c2C#N)C1	7%	14%	2.0	-10	2%	-4%	-8%	2.9
CN(CC(=O)Nc1ccccc1Br)C(=O)c1cccc(S(=O)(=O)NCc2ccccc2)c1	-5%	7%	-23	8	7%	17%	-7%	-3.6
CCCCNC(=S)N/N=C/c1cc(C)ccc1C	-5%	-24%	-2.3	7	7%	3%	-3%	-1.6
Cc1ccccc1-c1ccc(=O)n(CC(=O)Nc2ccc(C(=O)N3CCCC3)cc2)n1	5%	2%	-2.0	0	-3%	2%	-6%	0.2
COC(=O)[C@@]1(Cc2ccccc2)[C@H]2C(=O)N(Cc3ccccc3)C(=O)[C@H]2[C@H]2CN=C(SCc3ccc(C)cc3)N21	2%	7%	1.3	-1	0%	10%	-4%	0.0
Cc1cnc(NC(=O)c2cc3c(s2)CCCC3)s1	7%	0%	1.8	2	-19%	-16%	-2%	-0.6
CCN(CC)C(=O)CSc1nc2cc3c(cc2c(=O)n1CCCC(=O)NCCc1ccc(OC)c(OC)c1)OCO3	12%	-9%	-2.5	-9	6%	5%	-5%	0.2
CCOc1cc(/C=C2/C(=N)N3OC(C)=CC3=NC2=O)ccc1OC	0%	19%	1.7	-6	-3%	7%	-3%	-4.8
Cc1csc(NC(=O)c2ccoc2C)n1	-2%	3%	0.7	?	-2%	4%	-10%	1.2
CC(C)c1nnc(NC(=O)CCC(=O)NC2CCCCC2)s1	-6%	5%	2.4	4	-8%	0%	-1%	-3.6
Cc1nn2c(-c3ccc(F)cc3)ccnc2c1Cl	5%	5%	-0.5	-4	6%	14%	5%	-1.9
CCCCn1c(-c2cccc(Br)c2)nc2cc3[nH]c(=O)c(C(C)C)nc3cc21	-5%	-8%	0.1	-2	-26%	-10%	-13%	-3.3
COc1ccc(C(=O)C[n+]2cc(-c3ccc(OC)cc3)n3c2CCCC3)cc1	3%&7%	1%&-13%	1.8&-0.2	-2&1	0%&-8%	4%&8%	1%&-13%	-0.5&-3.8
COc1ccc(C(=O)NCCS(=O)(=O)NCc2ccc(F)cc2)cc1	8%	-24%	-1.2	0	6%	6%	-3%	-4.1
CN(CC(=O)Nc1ccc(S(N)(=O)=O)cc1)C1CCCCC1	-3%	-8%	0.9	2	-6%	10%	0%	0.3
O=C1c2ccccc2NC(c2c(Cl)cccc2Cl)N1Cc1ccccc1 (configuration not stated)	-14%	11%	-1.7	9	15%	15%	-2%	-0.8

Shown with values under each structure: entries from further up.
Below each compound – WRN helicase inh | EPAC1 antag | CCT modulator | PI5P4Ka inh | EPAC1 agonist | EPAC2 agonist | PLK1 PBD inh | IL-2 act
> CCCCCCn1c(SCC(=O)c2ccccc2)nc2c1c(=O)[nH]c(=O)n2C
→ -2% | 0% | -2.3 | -3 | 2% | 2% | -19% | -1.3
> Cc1ccc(C(c2sc3nc(C)nn3c2O)N2CCN(C(=O)c3ccco3)CC2)cc1 (configuration not stated)
→ -17% | 20% | 1.9 | / | 4% | 6% | -8% | 3.2
> Oc1cc(-c2ccncc2)cc2cccnc12
→ / | 2% | / | / | 0% | 6% | / | -2.8
> COc1cccc(-c2nc(-c3ccc(C(=O)O)cc3)no2)c1
→ / | 40%[activator] | / | / | -14% | 4% | / | -0.3
> CCc1cc2ccc(C)cc2nc1SCC(=O)Nc1cc(OC)c(OC)cc1C(=O)O
→ -11% | ? | -0.8 | 0 | -4% | 9% | ? | -0.9
> COCCN1C(=O)N(C)[C@@H](c2ccccc2)C(C(C)=O)=C1C
→ -1% | -11% | -1.2 | 3 | -16% | 6% | -6% | 0.2
> CC(=O)Nc1ccc(NC(=O)c2cc([N+](=O)[O-])cc([N+](=O)[O-])c2)cc1
→ 2% | -20% | -4.3 | -5 | 7% | 6% | -6% | -2.3
> Cc1nn(-c2ccccc2)c(Cl)c1/C=C1/C(=N)N2N=C(C(C)C)SC2=NC1=O
→ -11% | -11% | 3.0 | 2 | -1% | 7% | ? | -1.5
> CN1CCc2c(sc(/N=C/c3cc(Cl)ccc3O)c2C#N)C1
→ 7% | 14% | 2.0 | -10 | 2% | -4% | -8% | 2.9
> CN(CC(=O)Nc1ccccc1Br)C(=O)c1cccc(S(=O)(=O)NCc2ccccc2)c1
→ -5% | 7% | -23 | 8 | 7% | 17% | -7% | -3.6

Other structures follow.
SMILES	WRN helicase inh	EPAC1 antag	CCT modulator	PI5P4Ka inh	EPAC1 agonist	EPAC2 agonist	PLK1 PBD inh	IL-2 act
Cc1[nH]c(C)c(S(=O)(=O)N2CCN(c3ccccc3F)CC2)c1C(=O)N1CCCCC1	1%	-30%	0.4	3	3%	4%	-16%	-1.7
Cc1cc(OC(C)C(=O)NCC(O)c2ccccc2)c2c(C)cc(=O)oc2c1 (configuration not stated)	7%	-16%	-0.6	0	10%	6%	-15%	-2.2
COc1ccc(-n2nc(C(=O)NCC(=O)N3CCN(c4ccccc4OC)CC3)c3ccccc3c2=O)c(OC)c1	8%	-16%	-0.9	-5	6%	17%	-12%	-0.4
CC1CCC(NC(=S)NCCN(C)C)CC1 (configuration not stated)	8%	5%	2.2	-7	-8%	-5%	-3%	-3.0
CC1(C)CC(CC(=O)O)(c2ccc(F)cc2)CCO1 (configuration not stated)	-5%	-1%	-1.2	10	0%	7%	15%	-1.0
CC1(C)NC(=O)N(CC(O)CN(c2ccccc2)S(=O)(=O)c2ccccc2[N+](=O)[O-])C1=O (configuration not stated)	0%	18%	0.2	4	-9%	9%	-5%	-0.3
COc1ccc(NC(=O)Nc2ncn(Cc3cccc(C(F)(F)F)c3)n2)cc1OC	-7%	5%	-0.4	4	1%	7%	1%	-0.8
Cc1ccnc(NC(=O)c2cc(F)c(F)cc2Cl)n1	3%	-1%	-0.9	4	2%	7%	-9%	-0.6
CCN(CC)CCNC(=O)C1c2cc(OC)c(OC)cc2C(=O)N(C)C1c1cccs1 (configuration not stated)	0%	7%	-0.3	1	-18%	5%	4%	-1.7
Cc1cccc(NC(=O)CS(=O)(=O)c2c[nH]c3ccccc23)c1C	-2%	2%	0.9	-1	2%	1%	-3%	3.1
CCc1c(C)nc(N)n2c(SCC(=O)NC3CCCCC3)nnc12	7%	9%	0.9	-14	-1%	6%	-5%	0.2
COc1ccc(OC)c(N(/C(N)=N/c2nc(C)cc(C)n2)S(=O)(=O)c2ccc(NC(C)=O)cc2)c1	2%	-8%	2.9	4	13%	-5%	-9%	11
CC(C)(C)C1CCC(CN2C(Nc3ccccc3)=NC[C@@H]2Cc2ccccc2)CC1 (some centres not stated)	0%	-1%	-0.8	?	-3%	6%	2%	-0.8
CCOC(=O)c1ccc(NC(=O)CCc2nc(-c3ccc(C)cc3)no2)cc1	-5%	-28%	-0.9	/	10%	25%	-2%	0.0
Cc1ccc(/C=C/C(=O)OCC(=O)c2ccc3c(c2)NC(=O)CO3)o1	-6%	-17%	-2.4	-14	-18%	1%	-6%	-0.2
Cc1cccc(-c2cc(NC=O)c3ncc(-c4cccc(C(=O)N(C)C)c4)n3c2)c1	?	-21%	0.7	?	10%	9%	-29%	-0.4
CCOCCCN1C(=O)CN(C2CCCCC2)C(=O)C1c1ccc(OCC)c(OC)c1 (configuration not stated)	6%	6%	-1.9	/	4%	-5%	-3%	-3.3
CC(C)C1=C2OC(N)=C(C#N)C(C#N)=C2C(C)CC1 (configuration not stated)	-2%	3%	1.2	/	3%	-37%[inhibitor]	-15%	-1.9
CC(C)(C)OC(=O)N[C@@H](C(=O)OC(C)(C)C)c1ccc2ccccc2c1	-2%	-20%	-0.6	3	0%	-4%	-9%	0.0
O=C(Nc1sc2c(c1C(=O)O)CCCC2)c1ccc(Cl)cc1	-6%[57.1 µM]	28µM*	1.3	-14	-10%	-2%	-22%	-0.7
CCOC(=O)C1(C)CCN1C(=O)c1c(F)cccc1F (configuration not stated)	-6%	-12%	3.3	2	-2%	5%	-5%	-0.7
Cn1c(=O)oc2cc(S(=O)(=O)N3CCN(c4ccc(F)cc4)CC3)ccc21	7%	6%	-0.4	5	-1%	6%	1%	1.8
O=C(CCN1C(=O)c2ccccc2C1=O)CN1CCOCC1	5%	3%	-2.0	-11	4%	17%	0%	4.4
CCCNC(=O)C1(CC2CC(c3ccccc3)=NO2)CCN(C(=O)OC(C)(C)C)CC1 (configuration not stated)	-2%	3%	-3.0	6	-3%	0%	0%	1.2
Fc1ccc(CNc2ncccn2)cc1	1%	-12%	0.4	0	-11%	0%	0%	-1.5

An excerpt; the hit share may differ from the screen's.
